# RGS4-Gao reg: modulates binding of RGS4 to human Galphao. binding response (% of control), % at 10 µM. P09471. Multiplexed bead flow cytometry; actives lie on both sides. actives 0.33% (n = 220,000); in the data active means binding response below about 49% or above about 150%; inactive means in between;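 further: fluorescent Galphao activated with aluminum fluoride binding bead-coupled RGS4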
# Target sequence (P09471 whole entry, looked up): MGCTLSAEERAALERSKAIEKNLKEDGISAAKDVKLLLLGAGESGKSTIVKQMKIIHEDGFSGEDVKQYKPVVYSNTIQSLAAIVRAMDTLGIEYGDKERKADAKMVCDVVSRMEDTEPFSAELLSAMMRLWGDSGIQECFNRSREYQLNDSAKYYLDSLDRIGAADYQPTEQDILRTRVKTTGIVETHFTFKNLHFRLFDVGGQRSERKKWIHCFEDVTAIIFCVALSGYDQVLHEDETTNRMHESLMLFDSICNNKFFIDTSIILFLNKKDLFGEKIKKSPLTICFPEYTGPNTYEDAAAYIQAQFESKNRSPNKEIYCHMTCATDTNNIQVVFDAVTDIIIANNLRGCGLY
# RGS7-Gao: human RGS7-Galphao interaction regulation | P09471 | binding response (% of control), % at 10 µM | Multiplexed bead flow cytometry, RGS7-Galphao binding; actives lie on both sides | actives 0.35% (n = 220,000); in the data active means binding response below about 49% or above about 150%; inconclusive means no clear call, values can overlap the other calls; inactive means in between;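 further: fluorescent Galphao held in activated GDP-AlF4 state binding bead-coupled RGS7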
# ABCB1 inh: inhibitors of human ABCB1 transporter, ABCG2 counter-screen | P08183 | CCRF-Adr cells, JC-1 efflux, flow cytometry | inhibition, % at 6.6 µM | actives 0.067% (n = 190,000) | AID 1326; in the data active means inhibition above about 40%;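 further: 0% = vehicle and 100% = reference inhibitor; higher value means more JC-1 retained so stronger ABCB1 efflux block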
# Pf gametocyte: P. falciparum stage V gametocyte viability inhibition; actives 0.065% (n = 150,000); inhibition, % at 10.9 µM; P. falciparum stage V gametocytes, ATP luminescence, 24 h; AID 743093;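 active means inhibition above the mean plus 3 SD of compounds within the control limits, set per campaign, cut at about 38% in these data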;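 further: 0% = DMSO wells and 100% = medium only without gametocytes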
# ABCG2 block: human ABCG2 inhibition, ABCB1 as counter-screen. actives 0.1% (n = 190,000). inhibition, % at 6.6 µM. IgMXP3 cells, JC-1 efflux, flow cytometry. AID 1325. Q9UNQ0;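 active means inhibition above 80%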;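 further: 0% = DMSO and 100% = nicardipine control wells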
#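 System: two drug-resistant human cell lines, ABCG2 and ABCB1; controls: nicardipine high and DMSO low controls; times: 10 min exposure at 25 °C with rotation, no wash; detection: flow cytometry of retained JC-1 fluorescence; read-out basis: percent efflux inhibition, scaled nicardipine 100% to DMSO 0%; doses: one concentration, 6.6 µM final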
# Mcl1 Bid PPI: disrupts binding of human Mcl-1 to Bid peptide. Q07820. TR-FRET Mcl-1/Bid-Dy647 peptide binding, 1536-well. inhibition, % at 21.7 µM. actives 0.97% (n = 220,000). AID 1021;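 active means compounds that cut the binding signal by more than half at the single screening dose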;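 further: His-tagged Mcl-1 with europium anti-His antibody binding Bid BH3 peptide; 0% = Mcl-1 plus peptide wells and 100% = peptide-only wells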
# Target sequence (Q07820 whole entry, looked up): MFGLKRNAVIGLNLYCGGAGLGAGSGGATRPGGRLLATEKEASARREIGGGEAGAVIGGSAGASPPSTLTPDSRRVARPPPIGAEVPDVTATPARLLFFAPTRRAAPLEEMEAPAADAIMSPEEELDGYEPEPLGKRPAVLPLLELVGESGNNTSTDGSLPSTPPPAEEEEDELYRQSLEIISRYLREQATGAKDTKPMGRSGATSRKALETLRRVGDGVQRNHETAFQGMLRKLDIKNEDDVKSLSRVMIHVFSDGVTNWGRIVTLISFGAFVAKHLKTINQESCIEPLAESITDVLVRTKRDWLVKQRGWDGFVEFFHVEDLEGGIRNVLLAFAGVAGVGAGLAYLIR
# Mcl1 Noxa PPI: Mcl-1/Noxa interaction inhibition. TR-FRET Mcl-1/Noxa peptide binding, 2 h. inhibition, % at 21.7 µM. AID 1022. actives 1.5% (n = 220,000);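 active means compounds that cut the protein-peptide binding signal by more than 50% relative to plate controls in a single-dose test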;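 further: His-tagged Mcl-1 with rhodamine Noxa BH3 peptide and terbium anti-His antibody; 0% = Mcl-1 plus Noxa peptide wells and 100% = peptide-only wells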
# Avidin bead fluor: compound fluoresces at 488/530 nm on avidin beads; fluorescence (KMESF) at 10 µM; actives 0.38% (n = 220,000); AID 1775; compound fluorescence 488/530 nm, flow cytometry; active compounds read high; in the data active means fluorescence above about 47; further: inactives centre near 10
# RGS8-Gao: modulates binding of RGS8 to human Galphao; AID 1423; response (percent of control binding), % at 10 µM; actives 0.34% (n = 220,000); P09471; multiplexed bead flow cytometry; actives lie on both sides; in the data active means response below about 60% or above about 140%; inactive means in between;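 further: Galphao activated as the GDP aluminium fluoride complex binding bead-coupled RGS8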
# GSH fluor: GSH bead compound fluorescence profile | GSH beads flow cytometry, compound fluorescence 488/530 nm; active compounds read high | fluorescence (KMESF) at 10 µM | actives 0.25% (n = 190,000); in the data active means fluorescence above about 89;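 further: glutathione beads carrying GST-tagged Bcl family fusion proteins plus one bare bead set; values are compound well signal with DMSO vehicle wells as background; inactives centre near 16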
# Bim-Mcl-1: human Bim-Mcl-1 interaction inhibition | Q07820 | Bead-based flow cytometry, Bim peptide-Mcl-1 binding | inhibition, % at 10 µM | actives 0.1% (n = 190,000) | AID 1009; in the data active means inhibition above about 40%;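 further: 0% = no compound tracer wells and 100% = peptide blocker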
# * hit, by the source's call; ? = inconclusive; . = not tested or not shown.
SMILES,RGS4-Gao reg,RGS7-Gao,ABCB1 inh,Pf gametocyte,ABCG2 block,Mcl1 Bid PPI,Mcl1 Noxa PPI,Avidin bead fluor,RGS8-Gao,GSH fluor,Bim-Mcl-1
Oc1ccc2ccccc2c1C=Nc1ccccc1-c1nc2ccccc2[nH]1,100.2,101.1,1.4,-7.1,5.9,-84.9,-40.5,12,100.3,20,-1.0
CN(CC(=O)Nc1cccc(F)c1)CC(=O)Nc1ccc(Cl)cc1[N+](=O)[O-],106.2,114.9,1.2,3.1,4.2,-15.0,-0.6,6,105.2,19,0.0
N/C(Cc1cccc2ccccc12)=N\OC(=O)Cc1cccs1,79.3,72.4,0.7,.,-0.1,-11.4,2.6,3,91.7,7,-1.0
Cc1ccccc1Nc1cccc2nonc12,94.7,93.7,-0.2,.,4.9,-7.0,25.7,4,99.8,10,-3.0
COc1ccccc1CNC(=O)CCS(=O)(=O)c1cccc2nonc12,112.2,108.0,0.4,.,0.8,-5.3,7.8,9,106.1,41,-3.0
CN(CC(=O)Nc1ccccc1C(F)(F)F)C(=O)CSc1nnnn1C,96.4,?,-0.3,.,-1.9,-26.9,-0.5,11,97.9,16,-1.0
CCN(CC)Cc1nc2c(c(=O)[nH]1)C1(CCCCC1)Cc1ccccc1-2,94.9,92.9,0.6,-2.5,0.8,-2.1,17.7,12,92.3,24,-4.0
CCn1c(NCCO)nc2c(c1=O)C(C)(CC)Cc1ccccc1-2 (stereo not given),87.5,?,.,15.7,.,1.6,1.3,4,98.1,.,.
COC(=O)c1ccc(C2C(C(=O)OCC(C)C)=C(C)N=C3SCCC(=O)N32)cc1 (stereo not given),96.2,94.3,3.9,.,6.9,12.8,-1.6,7,92.7,14,2.0
CN(C)CCNS(=O)(=O)c1ccc(Cl)cc1,93.5,97.6,0.3,.,1.0,-14.3,11.7,35,95.8,23,-1.0
COc1ccc(CNC(=O)c2cc3c(=O)n4ccccc4nc3n(Cc3cccnc3)c2=N)cc1,104.0,100.8,0.6,.,2.4,7.9,58.6*,7,103.7,64,1.0
CCn1nc(C(=O)OCC(=O)NCCN2C(=O)CSC2=O)c2ccccc2c1=O,124.9,114.6,0.8,.,6.0,-5.5,13.3,4,126.7,50,-2.0
O=C(COc1ccc(F)cc1)c1c(O)cc(O)cc1O,99.4,?,.,-14.9,.,-79.5,33.2,7,99.2,.,.
O=C(Nc1ccc2[nH]c(=O)[nH]c2c1)c1cc(F)c(F)cc1Cl,100.6,?,.,3.2,.,-72.1,12.1,9,102.6,.,.
O=C(COc1ccccc1)NCC(=O)Nc1ccc(S(=O)(=O)NCc2ccco2)cc1,105.0,101.7,0.1,0.8,0.9,1.0,33.5,10,103.3,11,-4.0
O=C(CCSCCc1ccccn1)Nc1ccc(Cc2ccncc2)cc1,95.8,101.8,0.8,20.1,5.7,-16.9,-4.2,10,98.7,61,0.0
O=C(CCl)N1N=C(c2cccs2)CC1c1ccco1 (stereo not given),98.7,100.8,0.7,-9.2,2.5,-25.8,1.6,10,100.0,25,0.0
CN(C)CCOc1cc(Cl)cc(Cl)c1,93.4,90.7,1.0,2.2,2.7,-6.5,21.6,4,96.4,10,1.0
O=C(NCc1ccco1)c1ccc2c(c1)N(Cc1ccccc1)C(=O)CS2=O (stereo not given),102.7,105.1,0.4,.,3.2,-8.2,12.6,26,103.1,14,-2.0
CCN(CC)c1ccc(NC(=O)OC)cc1,95.6,97.2,0.2,.,0.8,-53.1,68.5*,8,99.3,14,3.0
CCOC(=O)c1c(-c2ccccc2)csc1NC(=O)c1ccc(S(=O)(=O)N2CC(C)OC(C)C2)cc1 (stereo not given),101.7,102.5,-5.0,2.8,-1.4,-9.7,-9.2,10,100.6,12,0.0
O=[N+]([O-])c1ccc(O)c(NC(=S)Nc2ccccc2)c1,102.0,102.9,1.4,.,3.8,9.8,22.2,8,107.0,16,-2.0
CN(C(=O)COC(=O)c1cccc(NS(=O)(=O)c2ccc(F)c(F)c2)c1)C1CCS(=O)(=O)C1 (stereo not given),102.2,105.3,-0.1,12.3,-0.9,-22.3,-9.8,12,107.4,16,0.0
COc1ccc2cc(/C=N/NC(=O)CN(c3ccccc3C)S(=O)(=O)c3ccccc3)c(Cl)nc2c1,95.8,97.8,-0.2,-24.3,-2.7,-1.4,8.4,15,100.4,16,-3.0
Cn1ccc2c([N+](=O)[O-])cccc2c1=O,99.3,99.5,0.4,-1.3,12.2,-18.1,7.9,9,101.7,13,-2.0
CCS(=O)(=O)Nc1ccc2[nH]c(=O)[nH]c2c1,99.4,94.5,2.4,.,3.1,-20.8,10.2,9,99.1,18,-1.0
COC(=O)[C@@H]1CCCN1Cc1nc(Cc2ccc(OC)c(OC)c2)no1,99.9,98.5,-0.1,19.6,0.2,-33.2,8.0,12,102.7,11,6.0
Cn1c(=O)[nH]c2nnc(-c3ccc(Cl)c(Cl)c3)nc2c1=O,93.7,?,.,21.1,.,8.3,15.7,21,93.4,.,.
O=C(CN1CCOCC1)NC1C2CC3CC(C2)CC1C3 (stereo not given),98.1,97.4,0.6,.,10.3,5.5,-6.9,13,99.5,27,-7.0
O=C(c1cc(-c2ccncc2)nc2ccc(Cl)cc12)N1CCN(C(=O)C2CCCO2)CC1 (stereo not given),104.3,101.7,3.0,.,10.9,5.9,18.2,13,102.2,26,-3.0
CN(C)CC(C)(C)CN=Cc1c(O)[nH]c2ccccc12,98.3,?,.,-48.2,.,-33.7,9.2,4,99.0,.,.
Cc1ccc(-c2[nH]c3ccccc3c2SCCNC(=O)c2cc3ccccc3oc2=O)cc1,.,.,0.2,.,4.9,-0.4,-5.7,.,.,19,-4.0
Cc1ccc(C(=O)C2CCN(CC(=O)N3CCN(c4ccc(F)cc4)CC3)CC2)cc1,94.2,88.2,0.2,-14.8,15.1,-54.4,-9.9,14,92.6,13,-5.0
COc1ccccc1NC(=O)N1CCN(c2ccc3nncn3n2)CC1,100.5,99.7,2.3,.,4.2,3.7,21.9,7,99.0,18,4.0
Cc1cc(-c2nnc3n2N=C(c2ccc(F)cc2)CS3)n[nH]1,107.5,?,.,-19.4,.,-8.6,-7.9,29,103.0,.,.
O=C(CC(C(=O)O)C1CCCO1)NCc1ccccc1 (stereo not given),119.0,113.3,0.8,5.4,3.6,-22.3,10.5,3,120.5,68,-7.0
O=C(COC(=O)c1cccnc1Cl)Nc1ccc2c(c1)OCCO2,99.4,99.9,-1.2,-7.1,14.2,-5.1,-11.5,7,103.4,11,0.0
CCOC(=O)C1(C)C=C(Nc2cccc(OC)c2)C(=O)N1c1ccccc1 (stereo not given),98.1,?,.,2.5,.,-25.3,-6.0,9,101.5,.,.
CC(C)(C)c1cc(OS(C)(=O)=O)ccc1O,104.2,106.5,0.7,.,2.1,-17.5,-3.6,11,102.1,25,0.0
O=C1OCc2cc(NC(=O)C34CC5CC(CC(C5)C3)C4)ccc21,110.5,112.4,1.2,22.2,33.0,-17.9,9.3,24,104.8,22,-6.0
O=C1CC(c2ccccc2)Cc2nc3nc(C(F)(F)F)nn3cc21 (stereo not given),96.9,93.9,0.3,.,4.8,-8.3,8.1,9,96.8,10,-2.0
Cc1ccc(OC(=O)c2ccccc2P(=O)(O)O)cc1,102.4,101.2,0.6,-1.6,2.5,4.5,3.8,10,102.8,35,-1.0
O=C(O)c1ccc(/C=N/NC(=S)NC2CCCCC2)cc1,101.6,101.0,-0.3,-15.2,-0.6,-29.8,7.7,12,103.7,11,-2.0
O=C(c1c(F)cccc1F)N(Cc1cccs1)C1CCCC1,101.4,99.1,1.1,-3.6,29.4,-17.4,6.0,13,101.9,13,-1.0
CCOC(=O)N1CCN(c2c(N3CCc4ccccc4C3)c(=O)c2=O)CC1,100.2,100.7,0.7,.,7.3,-4.8,1.4,25,99.0,14,-5.0
COc1ccccc1NC(=S)NC(=O)C1CC1,107.2,101.9,-0.5,-15.0,-3.1,-58.3,18.4,4,105.3,6,-6.0
Cc1nn(-c2ccccc2)c(C)c1/C=N/NC(=O)CSc1nnc(SCc2ccccc2Cl)s1,110.2,108.9,10.5,3.0,11.9,3.9,-2.6,11,105.4,21,-3.0
CCOC(=O)N1CCN(C(=O)c2ccc(S(=O)(=O)c3ccc(C)cc3)c(NC(C)=O)c2)CC1,96.0,99.6,1.4,.,5.8,-11.4,2.0,14,99.6,16,0.0
Cc1ccc(NCc2ccccc2O)cc1,96.4,108.6,0.1,.,0.5,-103.0,7.2,20,104.4,12,-1.0
COc1ccc(N2CCN(S(=O)(=O)c3cccc(C(F)(F)F)c3)CC2)cc1,147.7,133.6,0.1,5.3,0.4,-11.8,8.3,7,118.2,34,-1.0
Cc1csc2nc(CNC(=O)C3CC=CCC3C(=O)O)cn12 (stereo not given),100.8,99.8,1.1,.,4.7,-61.6,-0.9,6,100.4,17,1.0
CCOc1ccc(/C=N/Nc2cc(=O)n(C)c(=O)n2C)cc1,110.4,104.7,12.3,2.3,9.0,-16.0,13.3,17,109.6,4,0.0
CCCNC(=O)c1cccc(Br)c1,97.0,94.6,-0.4,11.1,-0.4,-18.7,-5.2,5,97.9,12,0.0
O=C(Cn1nnc2ccccc2c1=O)NCCc1ccc(F)cc1,101.0,101.0,1.4,.,7.7,-18.5,10.3,7,102.2,9,-1.0
COC(=O)c1cc(OC)c(OC)cc1NC(=O)c1ccc(C)o1,95.6,99.2,1.1,.,3.8,-2.4,3.3,14,99.9,12,-1.0
COc1ccc(C(=O)NCc2nnc(SCC(=O)N3CCc4ccccc43)n2CCc2ccccc2)cc1,96.0,97.8,11.8,-6.4,43.1,11.0,17.4,11,98.1,11,-4.0
COc1ccc(C2=NN(C(=O)CSc3nnc(C)c(=O)n3N)C(c3ccco3)C2)cc1 (stereo not given),104.0,?,-0.3,-10.9,1.0,-49.9,11.0,9,99.5,11,-1.0

# Not a retest: an excerpt of the list.
SMILES,RGS4-Gao reg,RGS7-Gao,ABCB1 inh,Pf gametocyte,ABCG2 block,Mcl1 Bid PPI,Mcl1 Noxa PPI,Avidin bead fluor,RGS8-Gao,GSH fluor,Bim-Mcl-1
COC(=O)c1cc(OC)c(OC)cc1NC(=O)c1ccc(C)o1,95.6,99.2,1.1,.,3.8,-2.4,3.3,14,99.9,12,-1.0
COc1ccc(C(=O)NCc2nnc(SCC(=O)N3CCc4ccccc43)n2CCc2ccccc2)cc1,96.0,97.8,11.8,-6.4,43.1,11.0,17.4,11,98.1,11,-4.0
COc1ccc(C2=NN(C(=O)CSc3nnc(C)c(=O)n3N)C(c3ccco3)C2)cc1 (stereo not given),104.0,?,-0.3,-10.9,1.0,-49.9,11.0,9,99.5,11,-1.0

# Rows were taken by chance (roughly 3.3% active in at least one column).
